# Assay outcomes: PubChem BioAssay, several laboratories
# GalR3 antag – GalR3 antagonists in HEK293 cells, primary screen, cell-based, fluorescence readout | inhibition, % at 3 µM | hit rate 0.44% among 360,000 | HEK293 GalR3-CNG cAMP membrane potential fluorescence; galR3 body fused to GalR1 C-terminus | Galanin receptor type 3 (Homo sapiens), O60755;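 active = inhibition above the screen-wide average plus 3 SD, cut at about 13% in these data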;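 note: forskolin and galanin both at EC90 stimulate the cells; cAMP rise reported by CNG channel membrane potential dye signal; 0% = forskolin plus galanin with DMSO and 100% = forskolin alone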
# CRFR2-BP antag – antagonists of CRF-BP/CRF-R2 complex, primary screen, cell-based, HEK293, calcium dye fluorescence, uHTS; hit rate 0.59% among 350,000; CRF-induced calcium fluorescence; inhibition, % at 11.8 µM;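 active = inhibition of the ligand-induced calcium signal above about 50% at the single tested concentration, limit read from the data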
# pCIP destab – p/CIP-EGFP fusion destabilizers, primary screen, fluorescence, F442A cells | 16 h | AID 1984, 2009 | decrease of EGFP signal, % at 10 µM | hit rate 0.01% among 290,000 | Q05BA5;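 active = EGFP signal decrease of at least 30% at 10 µM or well 3 SD below plate mean, unless failing retest; inactive = the rest, including hits failing retest or dose response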; note: some compounds called inactive have numbers as strong as hits; many of its hits are not listed in these tables
# CHRM4 PAM – human M4 muscarinic receptor positive allosteric modulators, primary screen, CHO-K1 cells, Fluo-8 calcium fluorescence. Muscarinic acetylcholine receptor M4 (Homo sapiens), P08173. CHO-K1 hM4/Gqi5, ACh EC20; 0% = ACh EC20, 100% = maximal ACh. hit rate 0.4% among 360,000. activation, % at 3 µM. AID 624126, 2012;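 active = activation above its plate's cutoff, the mean activation of sample wells plus 3 SD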; note: some results filed as inactive read as strong as hits
# CRFBP-R2 agonist – agonists of CRF-BP/CRF-R2 complex, primary screen, cell-based, HEK293, calcium dye fluorescence, uHTS; activation, % at 13.2 µM; calcium dye fluorescence (FLIPR); percent of saturating CRF peptide response; hit rate 0.46% among 350,000; AID 588473, 2011;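 active = activation of at least 50%, plus an integration ratio under a set limit after plate pattern correction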;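 note: plate controls were neutral control wells without compound for no effect and CRF at EC100 for full effect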
# IDE inh – human IDE inhibitors in live cells, primary screen, fluorescence polarization, HEK cells, FAbetaB substrate. Insulin-degrading enzyme (Homo sapiens), P14735. FAbetaB cleavage. inhibition, % at 5.59 µM. hit rate 0.41% among 320,000;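 active = percent inhibition above the average of all tested compounds plus 3 SD, set per screening campaign, cut at about 16% in these data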;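 note: IDE supplied by intact live HEK cells; FP after avidin binding of uncleaved biotin substrate so inhibition keeps polarization high; 0% = DMSO wells and 100% = 60 µM reference IDE inhibitor Ii1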
# PHOSPHO1 block – PubChem AID 1565; recombinant PHOSPHO1, absorbance phosphatase assay; hit rate 1.1% among 290,000; Phosphoethanolamine/phosphocholine phosphatase (Homo sapiens), Q8TCT1; inhibition, % at 13.3 µM; in the data active = inhibition above about 60%
# Target sequence (Q8TCT1 whole entry, looked up): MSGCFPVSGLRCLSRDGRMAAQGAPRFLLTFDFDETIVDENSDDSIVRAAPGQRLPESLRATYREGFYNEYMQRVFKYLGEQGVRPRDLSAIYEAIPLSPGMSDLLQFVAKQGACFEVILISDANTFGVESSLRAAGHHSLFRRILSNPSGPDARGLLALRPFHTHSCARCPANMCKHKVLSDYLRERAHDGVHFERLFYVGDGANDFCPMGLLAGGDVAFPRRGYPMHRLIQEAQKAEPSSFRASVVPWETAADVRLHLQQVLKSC
# MEKK3 PB1 HTS – modulators of MEKK3-MEK5 PB1 binding, primary screen, biochemical, wildtype MEKK3, multiplex bead flow cytometry, Alexa488-MEK5; Mitogen-activated protein kinase kinase kinase 3 (Homo sapiens), Q99759; bead-based flow cytometry, Alexa488-MEK5 binding to MEKK3; actives lie on both sides; 0 = blocked by unlabeled MEK5, 100 = vehicle; binding response (% of control), % at 10 µM; hit rate 1.4% among 290,000;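 active = binding response more than 3 SD above or below the average of its plate-row segment, actives on both sides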;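 note: Alexa488 bead fluorescence after subtracting the streptavidin-only scavenger bead signal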
# Target sequence (Q99759 whole entry, looked up): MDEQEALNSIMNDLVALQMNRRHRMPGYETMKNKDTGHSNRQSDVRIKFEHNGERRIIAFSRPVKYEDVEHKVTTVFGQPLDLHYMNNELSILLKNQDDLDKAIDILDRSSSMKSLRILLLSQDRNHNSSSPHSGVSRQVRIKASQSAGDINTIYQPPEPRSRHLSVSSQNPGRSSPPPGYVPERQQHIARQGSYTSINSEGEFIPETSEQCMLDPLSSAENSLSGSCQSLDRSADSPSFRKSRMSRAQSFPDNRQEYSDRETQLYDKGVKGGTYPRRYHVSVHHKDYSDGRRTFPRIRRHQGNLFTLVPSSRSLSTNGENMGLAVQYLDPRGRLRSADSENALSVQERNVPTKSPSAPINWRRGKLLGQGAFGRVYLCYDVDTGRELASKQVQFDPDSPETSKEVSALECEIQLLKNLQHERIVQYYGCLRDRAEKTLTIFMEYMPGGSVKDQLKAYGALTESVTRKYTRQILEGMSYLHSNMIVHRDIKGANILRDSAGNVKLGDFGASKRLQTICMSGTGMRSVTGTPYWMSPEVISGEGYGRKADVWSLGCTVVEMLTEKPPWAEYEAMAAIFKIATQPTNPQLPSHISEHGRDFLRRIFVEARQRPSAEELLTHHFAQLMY
# IDE act – human IDE activators in live cells, primary screen, fluorescence polarization, HEK cells, FAbeta-B substrate. FAbeta-B cleavage; 0% vehicle, 100% cell-free pure enzyme wells. hit rate 0.073% among 340,000. AID 493087, 2011. activation, % at 5.96 µM. Insulin-degrading enzyme (Homo sapiens), P14735;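 active = activation above the mean of all tested compounds plus 3 SD, set per screening campaign, cut at about 17% in these data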
# Active calls of the source: *; / = not tested or not shown; [ ] = dose if it differs, or a comment.
smiles	IDE inh	PHOSPHO1 block	CRFR2-BP antag	MEKK3 PB1 HTS	CHRM4 PAM	GalR3 antag	pCIP destab	IDE act	CRFBP-R2 agonist
CCOC(=O)N1CCN(C(=O)COc2ccc3c(c2)C(=O)CC(C)(C)O3)CC1	0	-5	0	98	-4	-1	-2	4	-0.1
O=C(NCc1ccc2c(c1)OCO2)C1CCC(CNS(=O)(=O)c2ccc(Cl)cc2)CC1 (stereo unspecified)	-1	0	0	97	-1	-2	2	5	-0.3
Cc1cc(C)c(OCCCCNCc2ccccc2)c(Cl)c1	-4	-5	-75	103	-13	-7	-9	4	1.2
O=C(Cc1ccsc1)NNC(=O)c1ccccc1Cl	4	/	5	/	10	-5	/	4	1.8
COc1ccccc1CNC(=O)C/C(C)=N/NC(=O)Cc1ccccc1	-4	37	12	108	-9	-3	-10	-3	-1.7
CCCc1c(C)[nH]c2ccccc2c1=O	1	3	20	101	13	-3	10	-6	-2.5
O=C(Nc1ccc(Cl)c(S(=O)(=O)N2CCOCC2)c1)C1CCC1	-5	/	-11	/	10	0	/	2	3.4
Oc1ccc(/C=N/N2CCN(Cc3ccccc3)CC2)cc1	-6	34	4	95	-6	-10	15	3	-0.6
CC(=O)N/C(=C\c1ccccc1)C(=O)OCC(=O)N1CCCCCC1	7	-9	2	102	28	-3	-6	5	-0.2
Nc1ncn(-c2ncc(C(F)(F)F)cc2Cl)n1	5	32	-22	100	-1	-8	-2	/	5.5
CC(NC(=O)COC(=O)c1ccc2c(c1)OCO2)c1ccccc1 (stereo unspecified)	0	10	4	89	-3	-4	-37	0	-2.1
COc1ccc(NC(=O)C2(S(=O)(=O)c3ccc(C)cc3)CC2)cc1	2	19	7	100	3	8	-4	3	-0.8
CC(C)CCSc1cc(NCCO)c([N+](=O)[O-])c2nonc12	1	24	3	96	2	1	-12	-2	1.2
COc1cc(C(=O)NC(=S)Nc2ccc([N+](=O)[O-])cc2)cc(OC)c1OC	-2	-5	-8	141*	8	2	-11	4	-0.2
Nc1ccn(CC(=O)N[C@H](CO)Cc2c[nH]c3ccccc23)c(=O)n1	4	/	5	/	4	-1	/	-2	-1.4
NS(=O)(=O)c1cccc(NC(=O)COC(=O)CCN2C(=O)c3ccccc3C2=O)c1	-3	/	-4	/	-3	-5	/	2	0.5
Cc1c[nH]c(=O)c([N+](=O)[O-])c1	4	32	-15	94	1	1	0	5	5.0
CS(=O)CC(O)(c1ccc(F)cc1)C1CC1 (stereo unspecified)	/	/	36	/	-1	-3	/	/	1.3
N#Cc1ccccc1NC(=O)COC(=O)CCc1ccc(S(=O)(=O)N2CCCCC2)cc1	2	2	2	95	0	3	2	-3	5.5
CCN1CCN(CCCNC(=O)c2cc3c(=O)[nH]c4ccccc4c3s2)CC1	4	24	-15	100	-4	-7	10	-3	-1.7
CCOC(=O)CC1C(=O)NCCN1S(=O)(=O)c1cc(Cl)c(Cl)cc1Cl (stereo unspecified)	0	46	13	99	15	-4	-4	4	-2.2
Cc1ccc(-c2nc3c4ccccc4ccn3c2CN2CCCCC2)cc1	-2	-2	2	100	-11	-6	-8	8	-0.2
C=CCn1c(C)c(C(C)=O)c(N2CCN(c3ccccc3)CC2)nc1=S	3	18	-9	94	-21	-2	-28	-6	32
O=C(c1ccc(Cl)cc1)C(Cn1cncn1)C(Sc1ccccc1)c1ccccc1 (stereo unspecified)	7	5	-2	106	-1	-4	-7	9	1.1
Cc1occc1C(=O)Nc1nnc(C2CCCCC2)s1	7	-12	-67	93	12	-6	-10	-1	0.5
COc1ccc(-c2cc(C(=O)NCc3ccc(Cl)cc3)no2)cc1OC	0	0	-14	104	8	-3	4	10	2.7
O=C(C[n+]1ccc(C(=O)N/N=C/c2ccc(O)cc2)cc1)c1ccccc1	4	26	-15	100	1	-2	-10	6	4.1
COCCN1CCCC(CNCc2cn(C)nc2-c2ccc(Oc3ccccc3)cc2)C1 (stereo unspecified)	3	-3	2	101	1	0	16	2	2.6
COc1ccc(N2C(=O)CC(N(C)CCc3ccc(OC)c(OC)c3)C2=O)cc1 (stereo unspecified)	-8	49	-4	110	0	-6	-7	2	-0.9
COc1cccc2cc(C(=O)NCc3ccccc3Cl)c(=O)oc12	0	/	3	100	4	-10	1	4	-0.7
CCNc1nc2nc3ccc(C)cn3c(=O)c2cc1C(=O)NCC1CCCO1 (stereo unspecified)	-3	39	9	78	-2	-4	-4	-1	-3.0
C=CCn1cnc2c(c1=O)c1nc3ccccc3nc1n2-c1ccc(C)cc1	1	-1	/	/	/	-3	0	/	/
CCOC(=O)C1CCN(c2c(NCCCN(CC)Cc3ccccc3)c(=O)c2=O)CC1	6	16	-14	102	-11	-3	4	-1	2.0
CC(=O)OC1(C)C=Cc2ccccc2C1=NS(=O)(=O)c1ccccc1 (stereo unspecified)	/	/	27	/	1	-4	/	/	-4.2
CCCc1nnc(-c2cc(OC)c(OC)c(OC)c2)o1	2	10	2	107	-5	-3	-9	8	0.1
COC(=O)c1ccc(CN2CCC(CO)(Cc3cccc(OC)c3)CC2)cc1	2	-6	-2	96	-19	-3	-11	0	4.1
Cc1ncoc1C(=O)N1CCCC(C(=O)c2ccc(C(F)(F)F)cc2)C1 (stereo unspecified)	-2	41	-24	103	-1	-6	-8	4	0.8
CC[N+]1(C)CCC(O)(/C=C/c2ccccc2)C(C(=O)/C=C/c2ccccc2)C1 (stereo unspecified)	/	/	-1	/	-1	3	/	-5	-1.8
COc1ccc(C(=O)NCC(=O)N2CCN(c3ccc(F)cc3)CC2)cc1	2	32	-7	101	6	-4	0	1	0.2
COc1ccc(NS(=O)(=O)c2cccc(NC(=O)CNC(C)=O)c2)cc1	3	40	2	97	-3	-5	-13	5	-2.3
CCn1c(SCC(=O)NNC(=S)Nc2ccccc2)nnc1-c1ccc(Cl)cc1	6	-2	3	102	-4	-6	1	-4	-2.0
CCN(C(=O)c1cccnc1)c1ccccc1	3	-31	-12	99	-2	0	-8	1	-0.3
O=C(COC(=O)c1ccc2ccccc2n1)c1ccc(F)cc1	0	-9	-7	98	-15	-3	-6	-6	-6.4
Cc1noc(C)c1CSc1nc2ccccc2n1CCc1ccccc1	-6	15	27	96	0	-4	-2	3	-1.4
O=C(NCC(c1cccnc1)N1CCOCC1)NC1CCCCC1 (stereo unspecified)	1	19	5	96	-1	-5	4	2	-0.8
CCn1cc(C(=O)OCC(=O)N(C)C2CCS(=O)(=O)C2)c(=O)c2ccc(C)nc21 (stereo unspecified)	3	-1	12	103	-4	-2	-1	0	0.3
CC(=O)Oc1ccc(-c2csc(Nc3ccc(S(N)(=O)=O)cc3)n2)cc1	-3	-8	12	99	2	-1	-10	-2	1.6
CCCn1c(SCC(=O)Nc2nc(-c3ccc(OC)cc3)cs2)nc2c1c(=O)n(C)c(=O)n2C	0	-9	-9	104	1	-2	6	-1	0.3
O=C1CCCN1c1cccc(Br)c1	3	-3	6	79	2	-3	-6	-1	-1.4
COc1ccccc1NC(=O)C(=O)N/N=C/c1ccc([N+](=O)[O-])s1	/	-14	14	63*[inhibitor]	8	-5	15	2	-3.1

# Laid out differently: results already given.
IDE inh | PHOSPHO1 block | CRFR2-BP antag | MEKK3 PB1 HTS | CHRM4 PAM | GalR3 antag | pCIP destab | IDE act | CRFBP-R2 agonist | Molecule
3 | -3 | 2 | 101 | 1 | 0 | 16 | 2 | 2.6 | COCCN1CCCC(CNCc2cn(C)nc2-c2ccc(Oc3ccccc3)cc2)C1 (stereo unspecified)
-8 | 49 | -4 | 110 | 0 | -6 | -7 | 2 | -0.9 | COc1ccc(N2C(=O)CC(N(C)CCc3ccc(OC)c(OC)c3)C2=O)cc1 (stereo unspecified)
0 | / | 3 | 100 | 4 | -10 | 1 | 4 | -0.7 | COc1cccc2cc(C(=O)NCc3ccccc3Cl)c(=O)oc12
-3 | 39 | 9 | 78 | -2 | -4 | -4 | -1 | -3.0 | CCNc1nc2nc3ccc(C)cn3c(=O)c2cc1C(=O)NCC1CCCO1 (stereo unspecified)
1 | -1 | / | / | / | -3 | 0 | / | / | C=CCn1cnc2c(c1=O)c1nc3ccccc3nc1n2-c1ccc(C)cc1
6 | 16 | -14 | 102 | -11 | -3 | 4 | -1 | 2.0 | CCOC(=O)C1CCN(c2c(NCCCN(CC)Cc3ccccc3)c(=O)c2=O)CC1
/ | / | 27 | / | 1 | -4 | / | / | -4.2 | CC(=O)OC1(C)C=Cc2ccccc2C1=NS(=O)(=O)c1ccccc1 (stereo unspecified)
2 | 10 | 2 | 107 | -5 | -3 | -9 | 8 | 0.1 | CCCc1nnc(-c2cc(OC)c(OC)c(OC)c2)o1
2 | -6 | -2 | 96 | -19 | -3 | -11 | 0 | 4.1 | COC(=O)c1ccc(CN2CCC(CO)(Cc3cccc(OC)c3)CC2)cc1
-2 | 41 | -24 | 103 | -1 | -6 | -8 | 4 | 0.8 | Cc1ncoc1C(=O)N1CCCC(C(=O)c2ccc(C(F)(F)F)cc2)C1 (stereo unspecified)
/ | / | -1 | / | -1 | 3 | / | -5 | -1.8 | CC[N+]1(C)CCC(O)(/C=C/c2ccccc2)C(C(=O)/C=C/c2ccccc2)C1 (stereo unspecified)
2 | 32 | -7 | 101 | 6 | -4 | 0 | 1 | 0.2 | COc1ccc(C(=O)NCC(=O)N2CCN(c3ccc(F)cc3)CC2)cc1
3 | 40 | 2 | 97 | -3 | -5 | -13 | 5 | -2.3 | COc1ccc(NS(=O)(=O)c2cccc(NC(=O)CNC(C)=O)c2)cc1

# (continued)
smiles	IDE inh	PHOSPHO1 block	CRFR2-BP antag	MEKK3 PB1 HTS	CHRM4 PAM	GalR3 antag	pCIP destab	IDE act	CRFBP-R2 agonist
Cc1ccc(NC(=O)CN2CCCCC2)c2c1CC(C)(C)O2	2	15	6	103	4	-1	-7	2	-0.3
CN(C)c1ccc(C(=O)/C=C/c2ccco2)cc1	11	-22	19	119	8	-3	-10	0	0.1
CC1CC(C)CN(C(=O)C(C)N2CCN(S(=O)(=O)c3ccccc3F)CC2)C1 (stereo unspecified)	9	/	-12	/	4	-2	/	5	-0.1
Cc1ccc(S(=O)(=O)Oc2ccc(/C=C3/N=C(c4ccccc4)OC3=O)cc2)cc1	0	-9	-2	102	23	-3	-25	0	1.1
O=C(Nc1ccc(-c2cn3ccsc3n2)cc1)C1CC1	2	88*	-11	87	7	0	14	-2	-0.3
O=C(Nc1ccccc1)c1cccc(N2C(=O)C3C4C=CC(C4)C3C2=O)c1 (stereo unspecified)	1	28	-1	99	4	-1	-10	-3	-0.8
O=C(O)C(Oc1ccc2c(-c3ccccc3)cc(=O)oc2c1)c1ccccc1 (stereo unspecified)	-9	42	2	105	5	0	3	0	0.6
